AGP1 TOR yeast: alters AGP1-GFP fluorescence in TOR pathway yeast screen. GFP response vs DMSO, % at 10 µM. actives 0.02% (n = 320,000). S. cerevisiae AGP1-GFP multiplex flow cytometry, 3 h; GFP as percent of DMSO wells;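 active = GFP response relative to DMSO above a set limit, near screen average plus 3 SD, cut at about 150% in these data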;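 note: median GFP channel fluorescence of the gated AGP1 strain per well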
CIT2-GFP yeast: alters CIT2-GFP fluorescence in TOR pathway yeast screen. S. cerevisiae CIT2-GFP strain, flow cytometry, 3 h; 100 means same as DMSO wells. GFP response vs DMSO, % at 10 µM. actives 0.065% (n = 320,000). AID 2029;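 active = GFP response relative to DMSO above a set limit, near the screen mean plus 3 SD, cut at about 150% in these data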;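 note: ratio of well median GFP fluorescence to mean of DMSO wells on the plate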
LAP4 TOR yeast: alters LAP4-GFP fluorescence in TOR pathway yeast screen | S. cerevisiae LAP4-GFP multiplex, flow cytometry GFP, 3 h; median GFP as percent of DMSO wells | GFP response vs DMSO, % at 10 µM | actives 0.34% (n = 320,000) | AID 2023;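 active = GFP response vs DMSO above a set limit, about the screen mean plus 3 SD, cut at about 150% in these data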
Efflux pump inh: blocks antifungal efflux pumps in multiplex yeast assay; S. cerevisiae Candida pump triplex, Nile Red efflux; inhibition, % at 10 µM; actives 0.44% (n = 330,000); AID 485275;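 active = plate passing quality check with inhibition over a set limit, or well fluorescence over plate mean plus 4 SD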;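 note: Nile Red retained in pooled yeast measured as flow cytometry median fluorescence; 0% = buffer negative control and 100% = Enniatin B positive control; higher means more Nile Red kept so more efflux inhibition; some compounds called inactive have numbers as strong as hits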
AHR activator: activators of human aryl hydrocarbon receptor | AHR-responsive luciferase reporter cells, luminescence | activation, % at 5 µM | actives 2.5% (n = 320,000); in the data active = activation above about 47%;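 note: 0% = vehicle wells and 100% = reference agonist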
Target sequence (P35869 whole entry, looked up): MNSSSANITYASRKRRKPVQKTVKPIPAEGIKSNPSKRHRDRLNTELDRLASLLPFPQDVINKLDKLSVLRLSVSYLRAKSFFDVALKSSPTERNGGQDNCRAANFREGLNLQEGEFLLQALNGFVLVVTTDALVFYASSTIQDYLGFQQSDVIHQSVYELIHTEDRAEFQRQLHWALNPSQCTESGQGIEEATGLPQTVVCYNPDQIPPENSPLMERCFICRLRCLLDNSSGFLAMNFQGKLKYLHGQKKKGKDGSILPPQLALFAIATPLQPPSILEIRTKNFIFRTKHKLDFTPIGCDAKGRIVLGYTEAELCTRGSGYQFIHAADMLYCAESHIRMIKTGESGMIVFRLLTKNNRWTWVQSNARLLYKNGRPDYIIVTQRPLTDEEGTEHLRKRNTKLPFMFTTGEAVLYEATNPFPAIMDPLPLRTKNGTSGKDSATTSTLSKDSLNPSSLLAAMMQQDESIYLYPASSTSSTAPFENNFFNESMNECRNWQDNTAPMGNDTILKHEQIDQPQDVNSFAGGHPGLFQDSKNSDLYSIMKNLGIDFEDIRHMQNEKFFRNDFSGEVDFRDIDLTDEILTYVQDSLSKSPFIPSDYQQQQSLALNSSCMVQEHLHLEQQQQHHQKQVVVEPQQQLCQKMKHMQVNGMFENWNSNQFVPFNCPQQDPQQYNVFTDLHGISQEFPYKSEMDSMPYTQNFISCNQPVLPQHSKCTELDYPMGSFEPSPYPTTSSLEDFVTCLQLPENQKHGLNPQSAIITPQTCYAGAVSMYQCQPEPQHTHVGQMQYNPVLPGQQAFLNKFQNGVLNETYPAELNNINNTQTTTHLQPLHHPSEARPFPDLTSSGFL
MEP2 TOR yeast: yeast TOR pathway MEP2-GFP modulation; S. cerevisiae MEP2-GFP strain, flow cytometry GFP, 3 h; 100% = DMSO control level; GFP response vs DMSO, % at 10 µM; actives 0.51% (n = 330,000);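 active = GFP response versus DMSO above a set limit, roughly screen mean plus 3 SD, cut at about 180% in these data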;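 note: median GFP fluorescence of the barcode-gated MEP2-GFP cells per well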
RPL19A TOR yeast: modulators of TOR pathway RPL19A-GFP in S. cerevisiae; AID 2025; actives 0.3% (n = 330,000); S. cerevisiae RPL19A-GFP strain, flow cytometry, 3 h; stronger effect = lower value; percent response vs DMSO, % at 10 µM;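 active = percent response vs DMSO below 50%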;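 note: median channel GFP fluorescence of the barcoded RPL19A-GFP strain; ratio of sample median GFP to plate DMSO average so 100% = DMSO; lower means less RPL19A-GFP as with rapamycin TOR inhibition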
Yeast superoxide: yeast age-related superoxide inhibition as caloric restriction mimetic. S. cerevisiae aged cells, superoxide DHE fluorescence; stronger effect = lower value. AID 2690. actives 0.18% (n = 330,000). superoxide response (% of plate mean), % at 10 µM;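 active = superoxide response under a set limit, about three screen SD below normal, cut at about 65% in these data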;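 note: yeast aged for seven days with compound at 30 °C before DHE staining; 100% = average MFI of all compound-treated wells on the plate with controls excluded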
Starred values were filed as active, the others as inactive.

Screening Cc1ccc(S(=O)(=O)N2CCCC2)cc1C(=O)N1CCC(C)CC1 returned AGP1 TOR yeast 90.8, CIT2-GFP yeast 91.8, LAP4 TOR yeast 88.8, Efflux pump inh 0.2, AHR activator 2.8, MEP2 TOR yeast 99.3, RPL19A TOR yeast 97.3 and Yeast superoxide 99.8.
CCC(=O)N1CCN(c2ccc(NC(=O)c3ccc(Br)o3)cc2)CC1 was read as AGP1 TOR yeast 97.6, CIT2-GFP yeast 91.7, LAP4 TOR yeast 103.4, Efflux pump inh -0.1, AHR activator -1.3, MEP2 TOR yeast 101.2, RPL19A TOR yeast 100.6 and Yeast superoxide 123.3.
`COC(=O)Cc1c(C)nc2nc(NCc3cccc([N+](=O)[O-])c3)[nH]n2c1=O` gave AGP1 TOR yeast 104.4, CIT2-GFP yeast 112.3, LAP4 TOR yeast 104.9, Efflux pump inh -0.2, AHR activator -0.1, MEP2 TOR yeast 106.6, RPL19A TOR yeast 106.5 and Yeast superoxide 100.7.
`COc1ccc(OC)c(NC(=O)C(=O)NCCC2=CCCCC2)c1` gave AGP1 TOR yeast 95.1, CIT2-GFP yeast 95.7, LAP4 TOR yeast 101.4, Efflux pump inh 0.0, AHR activator 22.8, MEP2 TOR yeast 107.2, RPL19A TOR yeast 99.7 and Yeast superoxide 96.0.
`C=C(C)c1cccc(C(C)(C)NC(=O)Nc2ccc(C(N)=O)cc2)c1` gave AGP1 TOR yeast 103.2, CIT2-GFP yeast 111.7, LAP4 TOR yeast 107.8, Efflux pump inh -0.1, AHR activator 2.6, MEP2 TOR yeast 125.9, RPL19A TOR yeast 105.5 and Yeast superoxide 82.6.
`CCOC(=O)Cc1csc(NC(=O)c2cccc([N+](=O)[O-])c2)n1` gave AGP1 TOR yeast 93.0, CIT2-GFP yeast 86.0, LAP4 TOR yeast 127.5, Efflux pump inh 0.0, AHR activator 6.3, MEP2 TOR yeast 105.4, RPL19A TOR yeast 99.6 and Yeast superoxide 104.1.
For O=C(Nc1cccc2c1CCCC2)c1ccncc1 the results were AGP1 TOR yeast 103.7, CIT2-GFP yeast 102.3, LAP4 TOR yeast 105.7, Efflux pump inh -0.1, AHR activator 5.5, MEP2 TOR yeast 107.3, RPL19A TOR yeast 102.2 and Yeast superoxide 100.4.
Cc1ccc(NC(=O)C(=O)NCc2ccccn2)cc1 was read as AGP1 TOR yeast 98.2, CIT2-GFP yeast 103.0, LAP4 TOR yeast 101.0, Efflux pump inh -0.1, AHR activator 7.1, MEP2 TOR yeast 103.9, RPL19A TOR yeast 105.5 and Yeast superoxide 91.0.
For Nc1nccnc1C(=O)N/N=C/c1ccco1 the results were AGP1 TOR yeast 107.8, CIT2-GFP yeast 104.1, LAP4 TOR yeast 108.6, Efflux pump inh 0.0, AHR activator 2.9, MEP2 TOR yeast 101.9, RPL19A TOR yeast 104.3 and Yeast superoxide 101.3.
Screening O=C(/C=C\c1ccc2c(c1)OCO2)Nc1c2c(nn1-c1ccc(Cl)cc1)CSC2 returned AGP1 TOR yeast 95.9, CIT2-GFP yeast 95.4, LAP4 TOR yeast 95.5, Efflux pump inh 0.0, AHR activator 19.8, MEP2 TOR yeast 98.2, RPL19A TOR yeast 97.0 and Yeast superoxide 100.2.
For O=C(CSc1nnc(-c2ccc(F)cc2)o1)Nc1ccccc1N1CCOCC1 the results were AGP1 TOR yeast 106.8, CIT2-GFP yeast 97.6, LAP4 TOR yeast 107.8, Efflux pump inh -0.1, AHR activator 4.7, MEP2 TOR yeast 104.7, RPL19A TOR yeast 97.6 and Yeast superoxide 106.9.
Screening O=c1sc2ccccc2n1Cc1ccccc1 returned AGP1 TOR yeast 99.3, CIT2-GFP yeast 101.5, LAP4 TOR yeast 95.2, Efflux pump inh -0.1, AHR activator -1.1, MEP2 TOR yeast 103.3, RPL19A TOR yeast 102.7 and Yeast superoxide 112.5.
For Cc1ccc(OCCn2cc(Br)c(=O)[nH]c2=O)cc1 the results were AGP1 TOR yeast 95.6, CIT2-GFP yeast 101.9, LAP4 TOR yeast 93.1, Efflux pump inh -0.2, AHR activator -3.1, MEP2 TOR yeast 98.3, RPL19A TOR yeast 96.5 and Yeast superoxide 92.4.
Screening COc1ccc(C(C(=O)NC2CCCC2)N(Cc2cccnc2)C(=O)Cc2cccs2)cc1OC (stereo not drawn) returned AGP1 TOR yeast 97.8, CIT2-GFP yeast 101.3, LAP4 TOR yeast 92.4, Efflux pump inh -0.2, AHR activator 0.3, MEP2 TOR yeast 103.2, RPL19A TOR yeast 103.4 and Yeast superoxide 88.5.
For COC(=O)c1cn(NC(=O)c2ccc(OC)c([N+](=O)[O-])c2)c(=O)c2ccccc12 the results were AGP1 TOR yeast 100.1, CIT2-GFP yeast 101.6, LAP4 TOR yeast 98.6, Efflux pump inh 0.1, AHR activator -0.6, MEP2 TOR yeast 101.6, RPL19A TOR yeast 104.0 and Yeast superoxide 118.0.
`CC1=NN(Cc2ccccc2)C(=O)/C1=C/c1ccc(N(C)C)cc1` gave AGP1 TOR yeast 102.6, CIT2-GFP yeast 96.0, LAP4 TOR yeast 112.4, Efflux pump inh 0.1, AHR activator -0.9, MEP2 TOR yeast 105.6, RPL19A TOR yeast 98.5 and Yeast superoxide 101.0.
Screening O=C(Nc1nc2ccc(F)cc2s1)c1ccccn1 returned AGP1 TOR yeast 101.8, CIT2-GFP yeast 105.6, LAP4 TOR yeast 178.2*, Efflux pump inh 0.0, AHR activator 37.0, MEP2 TOR yeast 103.2, RPL19A TOR yeast 90.5 and Yeast superoxide 97.0.
`COc1ccc2c(c1)CC/C(=C/c1ccncc1)C2=O` gave AGP1 TOR yeast 77.9, CIT2-GFP yeast 109.2, LAP4 TOR yeast 78.3, Efflux pump inh 0.0, AHR activator 6.1, MEP2 TOR yeast 93.3, RPL19A TOR yeast 102.0 and Yeast superoxide 103.1.
Screening COc1ccc(-c2nc3n(n2)C(c2ccncc2)C(C(N)=O)=C(C)N3)cc1 (stereo not drawn) returned AGP1 TOR yeast 99.5, CIT2-GFP yeast 89.3, Efflux pump inh -0.1, AHR activator 17.4, MEP2 TOR yeast 98.7, RPL19A TOR yeast 92.1 and Yeast superoxide 98.5.
`O=C(NC1CCC(O)CC1)c1ccc2c(c1)S(=O)(=O)N=C1CCCCCN12` (stereo not drawn) gave AGP1 TOR yeast 95.8, CIT2-GFP yeast 83.8, LAP4 TOR yeast 94.8, Efflux pump inh -0.1, AHR activator 2.9, MEP2 TOR yeast 89.2, RPL19A TOR yeast 92.1 and Yeast superoxide 97.2.
`CCN(CC)CCNC(=O)CCc1nn(C)c(=O)c2ccccc12` gave AGP1 TOR yeast 99.8, CIT2-GFP yeast 100.2, LAP4 TOR yeast 108.9, Efflux pump inh -0.1, AHR activator -2.6, MEP2 TOR yeast 99.3, RPL19A TOR yeast 99.1 and Yeast superoxide 100.2.
Screening COc1cccc(/C(C)=N/NC(=O)c2ccc(N(C)C)cc2)c1 returned AGP1 TOR yeast 104.4, CIT2-GFP yeast 104.2, LAP4 TOR yeast 109.0, Efflux pump inh -0.2, AHR activator 6.9, MEP2 TOR yeast 102.1, RPL19A TOR yeast 102.6 and Yeast superoxide 122.2.
Screening CCOC(=O)C(C)Sc1nnc(Cc2cc(=O)[nH]c(=O)[nH]2)n1-c1cccc(OC)c1 (stereo not drawn) returned AGP1 TOR yeast 109.2, CIT2-GFP yeast 101.5, LAP4 TOR yeast 101.2, Efflux pump inh 0.1, AHR activator -0.6, MEP2 TOR yeast 108.9, RPL19A TOR yeast 103.1 and Yeast superoxide 95.1.
`Cc1cccc(Oc2coc3cc(OC(=O)c4cncc(Br)c4)ccc3c2=O)c1` gave AGP1 TOR yeast 94.9, CIT2-GFP yeast 95.5, LAP4 TOR yeast 87.3, Efflux pump inh 0.1, AHR activator 0.5, MEP2 TOR yeast 97.6, RPL19A TOR yeast 96.0 and Yeast superoxide 95.8.
COc1ccc(-c2c(=O)n(OCc3ccccc3[N+](=O)[O-])c3ccccc3[n+]2[O-])c(OC)c1 was read as AGP1 TOR yeast 100.2, CIT2-GFP yeast 98.8, LAP4 TOR yeast 99.5, Efflux pump inh 0.1, AHR activator 15.2, MEP2 TOR yeast 97.8, RPL19A TOR yeast 101.3 and Yeast superoxide 93.8.
Screening COC(=O)C1=C(C)N(Cc2ccccc2)C(=NCc2ccccc2)N[C@H]1c1cccc(C(F)(F)F)c1 returned AGP1 TOR yeast 86.9, CIT2-GFP yeast 76.0, LAP4 TOR yeast 80.2, Efflux pump inh 0.5, AHR activator -0.7, MEP2 TOR yeast 92.0, RPL19A TOR yeast 99.7 and Yeast superoxide 86.1.
`N=C1C(c2nc3ccccc3c(=O)[nH]2)=C(O)CN1CCO` gave AGP1 TOR yeast 99.7, LAP4 TOR yeast 95.3, Efflux pump inh 0.1, AHR activator 42.7, MEP2 TOR yeast 105.8, RPL19A TOR yeast 100.3 and Yeast superoxide 116.8.
`CN(C)/C=N/C(=S)Nc1ccc(Cl)cc1Cl` gave AGP1 TOR yeast 103.9, CIT2-GFP yeast 102.2, LAP4 TOR yeast 107.5, Efflux pump inh -0.1, AHR activator 4.7, MEP2 TOR yeast 104.0, RPL19A TOR yeast 101.6 and Yeast superoxide 96.5.
CC1Cc2ccccc2N1C(=S)NC(=O)c1cccc(Br)c1 (stereo not drawn) was read as AGP1 TOR yeast 97.5, CIT2-GFP yeast 98.9, LAP4 TOR yeast 107.4, Efflux pump inh -0.1, AHR activator 23.8, MEP2 TOR yeast 89.0, RPL19A TOR yeast 101.0 and Yeast superoxide 89.6.
`CCCNC(=O)CC(NS(=O)(=O)c1ccc(Cl)cc1)c1ccco1` (stereo not drawn) gave AGP1 TOR yeast 96.8, CIT2-GFP yeast 101.2, LAP4 TOR yeast 102.8, Efflux pump inh -0.1, AHR activator 1.4, MEP2 TOR yeast 100.5, RPL19A TOR yeast 99.9 and Yeast superoxide 95.2.
For COc1ccc(S(=O)(=O)N2CCN(C(=O)CNC(=O)c3ccc4c(c3)OCO4)CC2)cc1 the results were AGP1 TOR yeast 115.0, CIT2-GFP yeast 103.9, LAP4 TOR yeast 110.2, Efflux pump inh 0.0, AHR activator 3.7, MEP2 TOR yeast 103.2, RPL19A TOR yeast 106.7 and Yeast superoxide 87.0.
CCn1c(SCC(=O)Nc2ccccc2C)nc2nc3c(cc2c1=O)COC(C)(C)C3 was read as AGP1 TOR yeast 100.4, CIT2-GFP yeast 105.6, LAP4 TOR yeast 109.7, Efflux pump inh 0.1, AHR activator 1.5, MEP2 TOR yeast 92.4, RPL19A TOR yeast 99.7 and Yeast superoxide 81.2.
Cc1ccc(NC(=O)C(=O)N2CCCC2)cc1Cl was read as AGP1 TOR yeast 86.6, CIT2-GFP yeast 85.2, LAP4 TOR yeast 105.9, Efflux pump inh 0.2, AHR activator 5.1, MEP2 TOR yeast 85.2, RPL19A TOR yeast 98.5 and Yeast superoxide 86.4.
CCOc1ccc(Br)cc1/C=N/NC(=O)c1ccncc1 was read as AGP1 TOR yeast 104.9, CIT2-GFP yeast 108.9, LAP4 TOR yeast 104.2, Efflux pump inh 0.0, AHR activator 9.9, MEP2 TOR yeast 106.0, RPL19A TOR yeast 102.0 and Yeast superoxide 99.2.
`CC(C)c1nnc(NC(=O)C2CCN(C(=O)Nc3ccc(Cl)cc3)CC2)s1` gave AGP1 TOR yeast 91.4, CIT2-GFP yeast 93.6, LAP4 TOR yeast 88.0, Efflux pump inh 0.1, AHR activator 2.4, MEP2 TOR yeast 95.2, RPL19A TOR yeast 93.7 and Yeast superoxide 110.3.

Screens as filed in PubChem.
